HCV inhibitor: HCV inhibition | 3.4% of 340,000 active | Huh7.5.1 HCVcc-Cre infection, luciferase reporter, 44 h | Potency, µM (titrated, usually from 41.8 µM), without a hit: top-dose activity change, negative = inhibition, most hits filed as inhibitors
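Cells (1,000/well) were plated 4 h before compound, then infected with HCVcc-Cre virus (~0.5 moi). After 44 h further culture, infection was read as luciferase luminescence following a 15 min substrate incubation at room temperature.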
TbPYK inhibitor: T. brucei pyruvate kinase inhibition. AID 624173. Q57TT1. TbPYK enzyme, Kinase-Glo Plus ATP luminescence, 45 min. Potency, µM (top dose mostly 76.8 µM), inactives show top-dose activity, negative = inhibition, actives largely listed as inhibitors. 0.12% of 410,000 active; note: nearly all actives have a fitted effect of over 50% in size
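Activity of T. brucei pyruvate kinase was followed by Kinase-Glo Plus luminescence after the enzyme reacted 45 min at room temperature with 130 uM ADP (final) and substrate. Test compounds were added before ADP at multiple concentrations.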
Numbers without * were called inactive; ? = inconclusive; [ ] = another dose, or the depositor's remark. Calls come from the whole dose curve; as a rule, active = well fitted curve in the direction sought with a large enough effect; inconclusive = small, poorly fitted or top-dose-only effect, or another doubt; inactive = no such curve, though single readings can be large; an effect the other way counts as inactive or inconclusive. % is set by controls: 0 for no effect and ±100 for the full control effect; potency is the fitted concentration of half-maximal effect.

SMILES | HCV inhibitor | TbPYK inhibitor
Nc1ccc(C(=O)Nc2ccc3cc(S(=O)(=O)O)ccc3c2)cc1 | 3% | -8%
CCC1CCCCN1C(=O)CSc1nnc(N)s1 (stereo unspecified) | -4% | 5%
COc1ccc(NC(=O)N(C)C[C@H]2Oc3ccc(NS(=O)(=O)c4ccc(OC)cc4)cc3C(=O)N([C@H](C)CO)C[C@@H]2C)cc1 | -13% | 3%
CCOC(=O)c1ccc(N=Cc2cnc(N)nc2N)cc1 | 31%[activator] | -2%
CCCCNS(=O)(=O)c1ccc(Br)cc1N1CCC[C@H]1CO | -34% | 5%
CC[C@]12c3[nH]c4ccc(Cl)cc4c3CCN1C(=O)[C@@H](CC(=O)NCCCOC)C[C@@H]2C(=O)N1CCN(C(=O)C2CC2)CC1 | -20% | 4%
COC(=O)C(C(C)C)N(Cc1cc(OC)cc(OC)c1)S(=O)(=O)CCl (stereo unspecified) | ? | ?
COC(=O)C1CC2=C(CCCC2=O)N(Cc2ccccc2)C1=O (stereo unspecified) | 15% | -1%
CC(Oc1ccccc1Cl)C(=O)Nc1ccc(S(=O)(=O)N2CCN(C)CC2)cc1 (stereo unspecified) | -16% | ?
c1ccc(COc2ncnc3c2ncn3CCCNCC2CCCO2)cc1 (stereo unspecified) | -51% | -3%
O=S(=O)(Nc1ccc(-c2ccccc2)cc1)c1ccccc1 | 2% | -1%
COC(=O)C1CCC(=O)N1C(c1ccc(OC)cc1)c1cc(OC)c(OC)c(OC)c1 (stereo unspecified) | ? | 0%
CC1(c2nnc(Cc3ccccc3)o2)CC(c2ccc(Br)cc2)=NO1 (stereo unspecified) | -7% | 1%
CCOC(=O)c1ccc2c(c1)nc(C)n2CC | -2% | 2%
COc1ccc(C2CC(c3ccccc3)=NN2C(=O)CSc2nnnn2-c2cccc(C)c2)cc1 (stereo unspecified) | -2% | 1%
C#CCOCCOCCOCCNc1nc(N2CCOCC2)nc(N2CCN(C(=O)[C@H](CC(N)=O)n3cc([C@@H](N)C(C)C)nn3)CC2)n1 | 25% | 5%
COc1cc(C(=O)NCC(=O)N2CCN(S(=O)(=O)c3ccccc3C(F)(F)F)CC2)cc(OC)c1OC | 1% | 2%
Cc1ccc(Cl)cc1NS(=O)(=O)c1ccccc1 | 8% | 14%
CCOc1ccc(S(=O)(=O)Nc2cc(NS(=O)(=O)c3ccc(OCC)cc3)cc(C(=O)O)c2)cc1 | 32%[activator] | -1%
O=C(CSc1ccccc1)N1CCN(c2ccc(F)cc2)CC1 | 8% | 2%

Some of these compounds in order of molar mass, high to low.
SMILES | HCV inhibitor | TbPYK inhibitor
COc1cc(C(=O)NCC(=O)N2CCN(S(=O)(=O)c3ccccc3C(F)(F)F)CC2)cc(OC)c1OC | 1% | 2%
CCCCNS(=O)(=O)c1ccc(Br)cc1N1CCC[C@H]1CO | -34% | 5%
O=S(=O)(Nc1ccc(-c2ccccc2)cc1)c1ccccc1 | 2% | -1%

Not a retest: 2 of the compounds above.
SMILES | HCV inhibitor | TbPYK inhibitor
CCOc1ccc(S(=O)(=O)Nc2cc(NS(=O)(=O)c3ccc(OCC)cc3)cc(C(=O)O)c2)cc1 | 32%[activator] | -1%
O=C(CSc1ccccc1)N1CCN(c2ccc(F)cc2)CC1 | 8% | 2%

4 entries drawn at random from those above, as already listed:
SMILES | HCV inhibitor | TbPYK inhibitor
O=S(=O)(Nc1ccc(-c2ccccc2)cc1)c1ccccc1 | 2% | -1%
C#CCOCCOCCOCCNc1nc(N2CCOCC2)nc(N2CCN(C(=O)[C@H](CC(N)=O)n3cc([C@@H](N)C(C)C)nn3)CC2)n1 | 25% | 5%
Cc1ccc(Cl)cc1NS(=O)(=O)c1ccccc1 | 8% | 14%
CCOc1ccc(S(=O)(=O)Nc2cc(NS(=O)(=O)c3ccc(OCC)cc3)cc(C(=O)O)c2)cc1 | 32%[activator] | -1%

Following part
SMILES | HCV inhibitor | TbPYK inhibitor
COc1ccc(C2(CO)OC(CO)C(O)C2O)cc1 (stereo unspecified) | 19% | -4%
COc1cccc(NC(=O)CN(C)C(=O)c2cccc(S(=O)(=O)N3CC4(C)CC3CC(C)(C)C4)c2)c1 (stereo unspecified) | -22% | 5%
Cc1ccc(CNC(=O)COC(=O)c2cccnc2Cl)cc1 | 14% | -4%
CCC(CO)Oc1cc(NCc2cccnc2)c2ncn(C(C)C)c2c1 (stereo unspecified) | ? | 6%
O=C(COC(=O)Cc1c(F)cccc1Cl)Nc1ccc2[nH]c(=O)[nH]c2c1 | 2% | 4%
N=c1c2ccccc2nc2n1CCCCCCCCCCC2 | 13µM* | -1%
COc1ccc(CNC(=O)C(=O)NCC2OCCN2S(=O)(=O)c2ccccc2)cc1 (stereo unspecified) | -7% | 6%
COCCN(C(=O)COC(=O)CCOc1cc(C)ccc1C)c1c(N)n(Cc2ccccc2)c(=O)[nH]c1=O | -29% | 8%
CCC(C)c1c(NS(=O)(=O)c2ccc(C)cc2)o[nH]c1=O (stereo unspecified) | 7% | 14%
COc1cc(CCCN2CCNC[C@@H]2CC2CCCCC2)cc(OC)c1OC | 2% | -3%
Nc1ccc2c(c1)C(O)c1ccc(Cl)cc1-2 (stereo unspecified) | -7% | -20%
O=C(C[C@H]1C/C=C\C[C@@H](Cc2ccc(F)cc2)C(=O)OC[C@@H](Cc2c[nH]c3ccccc23)NC1=O)NCCO | 21% | -4%
COc1ccc(C(=O)NNC(=O)Cc2coc3cc(OC)ccc23)cc1 | -5% | -19%
COc1ccccc1NS(=O)(=O)c1ccc(N2CCOCC2)c(N)c1 | ? | 0%
Cc1nnc(SCCn2c(N(C)Cc3ccccc3)nc3c2c(=O)n(C)c(=O)n3C)s1 | 10% | 15%
C=C1C(=O)O[C@H]2C[C@H]1[C@@H](OC(C)=O)C/C(C)=C/CC/C(C)=C\CC[C@]2(C)O | 10µM* | 2%
COc1cc(-c2ccc3c(=O)c4ccccc4sc3c2)cc(OC)c1OC | 24% | 3%
Nc1ccc2cc3[nH]c4cc(N)ccc4c3nc2c1 | 1.6µM* | 0%
Nc1ccc(CCN2CCN(c3cccc(C(F)(F)F)c3)CC2)cc1 | ? | 0%
C[C@@H](c1ccccc1)N1Cc2ccccc2Oc2cc(Br)ccc2S1(=O)=O | ? | -3%
COc1ccc(NS(=O)(=O)c2cccc(C(=O)NN=Cc3ccc(OC)cc3OC)c2)cc1 | -20% | 12%
Nc1c(O)cccc1C(=O)O | -6% | -3%
CC(=O)N1CCN(C(=O)c2ccc3c(c2)OCO3)CC1 | 2% | 6%
CC(=O)Nc1cccc(NC(=O)CSc2nnc3ccccn23)c1 | 18% | 2%
O=C(O)c1cccc(S(=O)(=O)Nc2ccc(-c3ccccc3)cc2)c1 | 18% | -2%
OC(CSc1ccccc1)CN1CCN(c2ccc(Cl)cc2)CC1 (stereo unspecified) | -7% | 0%
CN(CC(=O)Nc1ccccc1Cl)C(=O)CCNC(=O)Nc1ccccc1 | -7% | 1%
C=CC[C@@H](CC(=O)NCCO)C(=O)NC[C@H](OC(=O)[C@@H](CC=C)Cc1ccc(F)cc1)c1ccccc1 | -23% | 4%
C[C@H](CO)N1C[C@H](C)[C@@H](CN(C)Cc2ccc(-c3ccccc3)cc2)Oc2c(NS(=O)(=O)c3cn(C)cn3)cccc2C1=O | 1% | 0%
O=[N+]([O-])c1ccc(Cl)cc1C=NNc1ccccn1 | ? | 0%
COCCN(CC(=O)Nc1cccc(C)c1C)C(=O)Cc1ccsc1 | 3% | 0%
O=C(O)Cc1cccc(=O)c(O)c1C(=O)O | 22% | -20%
COC(=O)CNC(=O)c1ccccc1[N+](=O)[O-] | 24% | -11%
COc1ccc(S(=O)(=O)N(C)C)cc1NC(=O)C1CCN(c2ncnc3sc(C)c(C)c23)CC1 | 8.9µM* | -3%
CNCCc1ccc(O)c(O)c1 | -11% | 0%
Cn1ncc2c(NCCO)nc(Cl)nc21 | 4% | -9%
O=C(COC(=O)CN1C(=O)C2CCCCC2C1=O)Nc1ccc(F)c(F)c1F (stereo unspecified) | 9% | -1%
CCCn1c(N)c(N(CCOC)C(=O)CSc2c(Cl)cccc2Cl)c(=O)[nH]c1=O | 15% | -9%
Cc1cccc(C(C)C)c1NC(=O)c1ccc(OCC2CCCO2)cc1 (stereo unspecified) | 3% | -2%
CCCCN1CC(CO)Oc2cccc(F)c2S1(=O)=O (stereo unspecified) | -4% | 2%
CN(C)C(=O)CCc1ccc2c3c([nH]c2c1)[C@]1(C)[C@@H](C(=O)N2CCCCC2)C[C@H](CC(=O)NC(C)(C)C)C(=O)N1CC3 | ? | -2%
O=C(CC1Sc2ccccc2NC1=O)NNc1ccc(Cl)cc1Cl (stereo unspecified) | -3% | -5%
CC(=O)Nc1ccc(NC(=O)C(C)OC(=O)c2ccc(S(=O)(=O)N3CCCCC3)cc2)cc1 (stereo unspecified) | 10% | -6%
CCN(CCS(=O)(=O)c1ccc(Cl)cc1)Cc1nc2ccccc2c(=O)[nH]1 | -1% | -7%
O=C(NNC(=O)c1ccc(-c2ccccc2)cc1)Nc1ccccc1 | 8% | 0%
c1ccc2n[nH]nc2c1 | -3% | 4%
COc1ccc2cc1Oc1ccc(cc1)C[C@H]1c3c(cc(OC)c4c3Oc3c(ccc5c3[C@H](C2)N(C)CC5)O4)CCN1C | 7% | -3%
CC1(C)CC(N2CCC(=O)NC2=S)CC(C)(C)N1 | 13% | -2%
Cc1nnc2c3ccccc3ccn12 | 2% | 1%
CC12C(=O)N(c3nccs3)C(=O)C1(C)C1CCC2O1 (stereo unspecified) | -29% | -8%
O=C(COC(=O)c1ccc(C(F)(F)F)cc1)Nc1cccc(S(=O)(=O)NC2=NCCCCC2)c1 | 2% | -3%
CN(CC(=O)NCCc1ccc(S(N)(=O)=O)cc1)CC(=O)Nc1ccc(Cl)cc1 | ? | -1%
C[C@H](CO)N1C[C@H](C)[C@@H](CN(C)C(=O)Nc2ccc3c(c2)OCO3)Oc2c(NS(=O)(=O)c3cn(C)cn3)cccc2C1=O | 12% | 1%
CC1CCCCC1NC(=O)c1cc(S(=O)(=O)N2CCOCC2)ccc1Cl (stereo unspecified) | 1% | 2%
Cc1ccc(S(=O)(=O)OCCC2=CC(=O)CCN2Cc2ccccc2)cc1 | -5% | 1%
COc1ccc(N=[N+]([O-])c2ccc(OC)cc2)cc1 | 9% | -7%
CCN1C(c2ccccc2)=C(c2ccccc2)S/C1=C\C=C1/SC(=S)N(C)C1=O | ? | ?
C(=NOCc1ccccc1)c1ccncc1 | 4% | 4%
O=C(/C=C/c1ccc(S(=O)(=O)N2CCOCC2)cc1)Nc1ccc(F)c(F)c1F | ? | -5%
CCN(CC)CCNC(Cc1ccccc1)c1cccc(OC)c1 (stereo unspecified) | 0% | 3%
(continued)
SMILES | HCV inhibitor | TbPYK inhibitor
Cn1ccc2cc(NC(=O)Nc3cccnc3)ccc21 | ? | -11%
COCCCn1c(C(=O)N2CCOCC2)cc2c(=O)n3cccc(C)c3nc21 | 19% | 0%
O=C(NCCc1ccccc1)C1CCCN1S(=O)(=O)c1ccc(F)cc1 (stereo unspecified) | -15% | 5%
C[C@H](CO)N1C[C@H](C)[C@@H](CN(C)Cc2ccncc2)Oc2c(NC(=O)CCCCCC(=O)Nc3ccccc3N)cccc2C1=O | -8% | -2%
Cc1ccc(C(=O)OCC(=O)NCc2ccc3c(c2)OCO3)cc1S(=O)(=O)N1CCOCC1 | 10% | 1%
CC(C)[C@H](NC(=O)c1ccccc1F)C(=O)NNC(=O)c1cccs1 | -29% | 1%
Cc1ccc(NC(=O)CN(C)C(=O)CSc2nnc(C)s2)cc1 | -1% | -6%
CCOC(=O)C1(NC(=O)C2(NC(=O)CN3C(=O)c4ccccc4C3=O)CCCC2)CCCC1 | 12% | 1%
CC[C@]1(C(=O)OC)[C@H]2C(=O)N(Cc3ccccc3)C(=O)[C@H]2[C@H]2CN=C(SCc3ccccc3)N21 | -13% | -4%
O=C(NCCN1C(=O)S/C(=C/c2cccnc2)C1=O)c1ccc(S(=O)(=O)N2CCCC2)cc1 | -27% | 9%
C[C@H](CO)N1C[C@H](C)[C@@H](CN(C)S(=O)(=O)c2ccccc2)Oc2c(NC(=O)Nc3ccc4c(c3)OCO4)cccc2C1=O | -7% | 3%
Cc1ccc(-c2cc(C(=O)NCC(c3ccccc3)N(C)C)c3ccccc3n2)o1 (stereo unspecified) | -19% | 2%
Cc1cc(-c2cc(C)c(N)cc2C)c(C)cc1N | 11% | -5%
O=C(C[C@@H]1C/C=C\C[C@H](NC(=O)OCC2c3ccccc3-c3ccccc32)C(=O)OC[C@@H]2CCCN2C1=O)N[C@H](CO)Cc1ccccc1 | -5% | 1%
O=C(Cc1ccccc1)OCC(=O)c1cccc([N+](=O)[O-])c1 | 5% | 6%

In the list so far, four contain a COOH group.
SMILES | HCV inhibitor | TbPYK inhibitor
CCOc1ccc(S(=O)(=O)Nc2cc(NS(=O)(=O)c3ccc(OCC)cc3)cc(C(=O)O)c2)cc1 | 32%[activator] | -1%
Nc1c(O)cccc1C(=O)O | -6% | -3%
O=C(O)c1cccc(S(=O)(=O)Nc2ccc(-c3ccccc3)cc2)c1 | 18% | -2%
O=C(O)Cc1cccc(=O)c(O)c1C(=O)O | 22% | -20%

Screening data (PubChem)

An excerpt; rates above refer to the full screens.
